Bioassay records (PubChem BioAssay)
HSP90 inh: blocks HSP90-mediated luciferase refolding in reticulocyte lysate | inhibition, % at 5.6 µM | AID 1789 | Rabbit reticulocyte lysate, luciferase refolding luminescence, 3 h | 0.91% of 290,000 active;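 active = inhibition above the screen-wide mean plus 3 SD, computed separately per campaign, cut at about 16% in these data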;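 also: 0% = DMSO wells and 100% = 60 µM geldanamycin wells; inhibitors lower the luminescence because luciferase stays unfolded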
SKKanGAS inh: inhibitors of SKKanGAS S. pyogenes growth in kanamycin (SK-promoter or general growth effect); BacTiter-Glo, 6 h; inhibition, % at 7.5 µM; 1.3% of 300,000 active; AID 1662;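 active = mean replicate score, as percent of positive control median, at least 50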;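 also: strain carries kanamycin resistance gene driven by streptokinase promoter and grows in 40 µg/ml kanamycin; loss of luminescence reflects streptokinase promoter inhibition or plain growth inhibition; 0% = median of DMSO wells and 100% = positive control at its reference dose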
HIF act: HIF pathway transcriptional activation. 0.32% of 300,000 active. U2OS HRE-luciferase reporter, luminescence; normalized: DMSO 0%, desferrioxamine 100%. activation, % at 7.5 µM (by protocol);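 active = mean activation of at least 10% of the iron chelator positive control signal, with at least half of replicates also reaching 10%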
HSF1 inhib: HSF1 inhibition. 0.77% of 300,000 active. activity change, negative = inhibition, % at 7.5 µM (by protocol). AID 2098. NIH3T3-HGL HSE-luciferase, MG132-induced, luminescence 8 h; stronger effect = lower value;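 active = more than half of replicate wells show activity change below -50%, luminescence cut by over half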;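 also: luciferase reports HSF-1 transcriptional activity via heat shock element; 0% = median of DMSO wells and -100% = zero luminescence signal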
aSyn UTR inh: MLPCN primary screen, SNCA 5' untranslated region; inhibition, % (tested at 7.5 µM); 0.82% of 300,000 active; alpha-synuclein 5'UTR reporter, inhibitor activity; AID 1813; in the data active = inhibition above about 60%;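 also: H4 neuroglioblastoma cells stably carrying SNCA 5'UTR luciferase fusion; 0% = DMSO wells and 100% = positive control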
HSF-1 act: increases HSF-1 driven luciferase reporter signal | NIH3T3-HGL HSF-1 luciferase reporter, MG132, 8 h; 100% = twice DMSO control signal | activation, % at 9 µM | 1.7% of 300,000 active;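 active = mean replicate activation of at least 50% with a set share of replicates each reaching 50%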;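 also: 0% = median of the neutral control wells and 100% = twice that signal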
Platelet DG rel: platelet dense granule release activity; human platelet-rich plasma, SFLLRN dense granule ATP release, luminescence; inhibition, %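 (compounds screened at 7.5 µM in platelet-rich plasma)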; 0.22% of 300,000 active;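 active = mean replicate score, as percent of positive control, at or above 50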
IEC-6 tox: kills IEC-6 intestinal cells in KLF5 counter-screen; IEC-6 cytotoxicity, luminescence viability; inhibition, % at 5 µM; 0.78% of 290,000 active; in the data active = inhibition above about 22%;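 also: 0% = plate median of test compound wells and 100% = cytotoxic reference compound wells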
KLF5 inh: kruppel-like factor 5 inhibition; DLD-1 KLF5 promoter-luciferase reporter, luminescence; inhibition, % at 5 µM; 0.23% of 290,000 active; AID 1700;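 active = inhibition above a per-plate limit of that plate's mean compound inhibition plus 3 SD, cut at about 60% in these data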;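 also: 0% = DMSO wells and 100% = LY294002 at 200 µM; higher means less KLF5 promoter-driven luciferase light; inactives centre near -14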
AI-2 QS modul: Vibrio harveyi AI-2 quorum sensing modulation. Vibrio harveyi JMH597 AI-2 luminescence/OD600 ratio, 9 h; stronger effect = lower value; strain lacks LuxN and CqsS sensors; 0 = neutral-control median. activity change, % at 7.5 µM. 0.4% of 300,000 active; in the data active = activity change below about -75%, passing the limit was not always enough;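 also: luminescence divided by OD600 gain over 9 h not by final OD600 alone; inactives centre near 13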
* marks the source's active call; other numbers are inactive results; . = no result given. Random draw from the library; about 6% have a hit in one of these screens.

SMILES	HSP90 inh	SKKanGAS inh	HIF act	HSF1 inhib	aSyn UTR inh	HSF-1 act	Platelet DG rel	IEC-6 tox	KLF5 inh	AI-2 QS modul
Cc1cccc(NC(=O)c2ccc(NCCc3ccccc3)c([N+](=O)[O-])c2)c1	-0.1	26.4	-0.1	-4.9	-38.9	-4.9	0.5	-11.3	-9.8	21.9
CC(C)(C)N(Cc1ccccc1)C(=O)c1ccncc1	-6.4	0.3	0.2	-2.9	8.2	-1.9	-4.7	-3.9	-4.1	4.8
CC1CCN(CCCNS(=O)(=O)c2cc(Br)cc3c2N(C(=O)C2CC2)CC3)CC1	-2.3	-2.3	-16.2	0.0	5.3	2.0	-1.1	-4.5	-20.0	.
CC1(C)C(=O)C2(CCCCC2)C(=O)OC1c1cccc([N+](=O)[O-])c1 (stereo not given)	-4.0	-5.1	-0.4	5.2	-7.5	4.9	-6.0	-0.2	-16.4	26.7
CCOC(=O)N1CCC(NS(=O)(=O)c2ccc(NC(C)=O)c(Cl)c2)CC1	4.4	-7.0	-0.3	0.5	10.2	-3.6	-16.3	4.9	-17.3	9.4
Cc1ccccc1-c1cc2nc(C)c(C)c(=O)n2[nH]1	1.8	-2.1	0.9	9.9	-100.8	36.3	-1.4	0.4	-87.6	6.1
COCCNC(=O)CCCn1c(=O)c2ccccc2n(Cc2cccc([N+](=O)[O-])c2)c1=O	5.0	-5.6	0.0	-0.4	-7.7	-5.2	-1.4	-2.5	-24.2	17.8
CC(=O)NCCn1c(SCc2cccc([N+](=O)[O-])c2)nc2ccccc2c1=O	-3.5	1.0	-0.6	5.6	12.2	0.2	0.0	5.5	3.0	16.2
CCc1cccc(CC)c1NC(=O)NC1CCCCC1	-5.2	-1.5	-0.4	-7.3	1.6	-11.0	29.1	-1.9	8.5	20.3
COc1cccc(-n2nc(C#N)c(Cl)cc2=O)c1	-2.4	8.1	-0.5	155.3	16.7	224.6*	0.9	28.1*	11.6	-44.8
CS(=O)(=O)N1N=C(c2ccco2)CC1c1ccccc1Cl (stereo not given)	8.3	-7.9	-0.1	-4.5	-5.4	-4.7	-4.4	4.8	4.4	6.2
Cc1ccc(Nc2nc(-c3ccc(O)cc3O)cs2)nc1	28.1*	20.8	1.9	-45.4	-189.1	-44.2	1.5	6.9	-109.4	15.1
CCOC(=O)c1c(NC(=O)CSc2c[nH]c3ccccc23)sc2c1CCC2	-5.9	23.0	-0.3	-1.6	28.4	7.9	5.6	-8.6	-9.4	17.6
O=C(Cn1nc(C(=O)O)c2ccccc2c1=O)NC12CC3CC(CC(C3)C1)C2	-0.4	30.9	-0.1	5.8	-8.7	0.6	0.3	-0.4	-8.6	35.1
O=C(NCc1ccco1)C(c1cccnc1)N(C(=O)Cn1nnc2ccccc21)c1ccccc1 (stereo not given)	1.6	2.5	-0.3	-1.1	12.6	0.0	16.6	1.2	-20.9	13.2
CN(C)c1cc(Nc2cccc(O)c2)c([N+](=O)[O-])c2nonc12	0.6	19.0	0.0	-3.4	31.6	-27.4	3.9	-4.9	-0.6	4.0
CCN1CCCC1CNC(=O)c1ccc(Sc2ccccc2Cl)c([N+](=O)[O-])c1 (stereo not given)	2.5	0.0	-1.3	-4.4	-8.5	-3.4	17.7	-3.2	-13.9	6.1
CN(C)C(CNC(=O)c1ccc(C(F)(F)F)cc1)c1ccco1 (stereo not given)	-2.8	-5.5	-0.7	-0.2	-44.6	21.8	4.6	1.7	-18.6	25.0
COc1ccc(CNCc2cccc(OC)c2OC)cc1Br	1.5	-8.0	0.0	3.5	1.5	5.9	-0.8	3.4	14.7	13.9
CC1=Nn2c(nnc2-c2cc(C)[nH]n2)SC1	-1.3	0.4	-0.5	-1.6	-0.4	-6.9	-2.3	-10.0	-5.3	7.0
O=C(Cn1nnc(-c2ccccc2NC(=O)c2ccco2)n1)Nc1ccccc1	6.3	20.1	0.5	5.0	-49.4	7.7	-27.2	5.4	-6.5	3.2
CCCn1c(NC(=O)c2ccc(Cl)c(S(=O)(=O)N3CCCC3)c2)nc2ccccc21	-1.7	92.1*	-0.7	-3.2	40.3	-6.9	2.0	-0.7	-17.7	7.7
OCCNc1nc(Nc2ccc(Cl)cc2)nc(N2CCCC2)n1	.	0.1	1.3	2.2	21.7	-2.9	0.4	.	.	15.4
O=C(NCCCSc1ccccc1)c1cnc(Cl)c(Cl)c1	-0.9	2.1	-0.2	-4.2	6.9	4.1	1.4	3.6	-7.5	6.3
N#Cc1ccc(C(=O)Nc2nnc(-c3ccccn3)o2)cc1	1.1	4.4	0.1	2.1	-22.7	-2.4	-1.2	1.3	-29.1	13.4

Next part.
SMILES	HSP90 inh	SKKanGAS inh	HIF act	HSF1 inhib	aSyn UTR inh	HSF-1 act	Platelet DG rel	IEC-6 tox	KLF5 inh	AI-2 QS modul
COc1ccc(N2CCN(C(=O)CNC(=O)c3ccco3)CC2)cc1	1.6	-0.6	-0.2	-0.3	-4.3	-1.7	-10.7	2.0	-24.1	21.8
Cc1ccccc1-c1nc(CS(=O)CC(=O)NC(C)CCc2ccccc2)c(C)o1 (stereo not given)	-1.4	-6.8	0.2	20.2	3.5	24.3	-3.2	-7.2	18.9	22.5
Cc1nn2c(=O)cc(CSCC(=O)Nc3ccccc3Cl)nc2s1	3.0	-7.9	0.6	-1.2	-20.2	16.6	3.9	-6.8	-29.9	16.0
COC(=O)c1ccc(C(=O)OC)c(NS(=O)(=O)c2ccc(NC(C)=O)cc2)c1	0.0	1.0	-0.2	-4.5	9.1	-5.9	-2.1	-5.0	-13.9	27.1
COC(=O)Cc1c(O)ccn(Cc2cccc(C(F)(F)F)c2)c1=O	-0.9	4.7	0.6	-1.0	-2.2	5.9	-2.5	-4.9	-12.1	13.9
CCCCCn1c(CN2CCCCC2C)nc2c1c(=O)n(C)c(=O)n2C (stereo not given)	-0.1	-2.5	0.1	1.0	4.3	-2.0	-1.2	-1.8	5.9	12.1
Cc1nc2ccccc2nc1OCC(=O)Nc1ccc2ccccc2c1	2.1	2.5	0.1	4.3	10.0	-1.0	10.1	-5.3	8.0	17.8
CC(OC(=O)C1CCC1)C(=O)Nc1cc(Cl)cc(Cl)c1 (stereo not given)	.	-11.9	-0.4	-3.8	2.1	-5.1	-9.6	.	.	-10.1
Cn1c(=O)c2c(nc(NC3CCCCC3)n2CC(O)COc2ccccc2)n(C)c1=O (stereo not given)	0.3	7.5	1.5	-7.5	9.9	1.4	-4.6	-3.2	-9.3	20.2
Cc1cc(C(=O)NCc2cccs2)nn1C	-0.1	-1.7	0.6	-0.4	1.0	6.1	3.8	-6.2	-13.8	5.4
CCCSc1nnc2nc3c(nn12)c1ccccc1n3C	-1.2	0.1	-0.2	0.5	-13.0	-0.3	-0.7	-4.0	-34.1	33.1
COc1cc(OC)cc(C(=O)N2CCN(c3ccccc3F)CC2)c1	1.2	2.7	0.0	0.4	9.9	0.9	-5.9	5.8	7.3	6.1
CC(C)(CNc1ccc(C(F)(F)F)cc1[N+](=O)[O-])N1CCOCC1	-6.3	4.0	-0.8	6.5	11.8	17.4	4.9	2.7	-40.9	8.8
CCCNS(=O)(=O)c1ccc(OCC(=O)N(C)Cc2ccccc2)cc1	-0.1	-3.3	-0.9	8.7	1.6	-3.0	1.2	-0.3	-28.4	-2.5
Nc1nc(-c2cccnc2)nn1C(=O)CCc1ccccc1	-1.2	1.3	0.1	3.0	-3.3	-0.3	1.4	-3.6	-25.8	12.3
Cn1c(SCc2nc3ccccc3[nH]2)nnc1-c1cccnc1	-3.0	-3.4	0.6	-5.6	16.4	-19.7	-0.3	3.8	-15.5	17.2
O=c1c2ccccc2nnn1COc1ccc(F)cc1Cl	3.5	-7.6	1.6	62.0	-117.7	83.7*	1.0	6.0	-89.2	2.7
O=C(Nc1ncn[nH]1)c1ccccc1O	2.1	-19.6	-0.4	-6.2	1.1	5.3	25.2	-2.7	-43.3	-7.6
Cc1cccc(-n2nc(CC#N)c(C#N)c2N)c1	0.7	1.8	-2.1	-4.2	-57.2	-3.7	3.8	1.4	0.2	3.5
O=C(COc1ccccc1)NCC1CCCO1 (stereo not given)	-1.0	-3.4	0.0	-1.8	-12.6	-8.8	8.3	7.1	5.4	-11.8
CCc1ccccc1NC(=S)N(CCN(C)C)C(C)c1ccco1 (stereo not given)	3.1	-5.6	-0.3	0.3	4.9	-9.0	3.5	5.1	-5.5	1.8
CCc1noc(C)c1C(=O)N1CCCC(CCC(=O)NCc2cccc(OC)c2)C1 (stereo not given)	-5.1	-4.4	-0.1	-2.1	-18.1	10.9	5.5	-4.4	-18.2	13.7
CN(CCO)c1c2c(nc3cc(-c4cccc(F)c4)nn13)CCCC2	1.9	-3.1	0.4	13.1	-37.3	9.9	4.2	9.2	-60.7	19.5
O=C(Nc1ccc(-c2nnc3n2CCCCC3)cc1)c1cc2ccccc2o1	-2.2	-4.4	0.4	-4.0	5.8	-0.3	2.0	-4.7	-35.5	5.9
Cc1nc2ccccc2c(=O)n1NC(=O)c1ccc(Cl)cc1	2.1	2.7	2.3	-6.2	4.6	-10.6	-3.9	7.3	4.6	-3.4

Given with two lines to a compound: entries from further up
The line under a structure holds: HSP90 inh, SKKanGAS inh, HIF act, HSF1 inhib, aSyn UTR inh, HSF-1 act, Platelet DG rel, IEC-6 tox, KLF5 inh, AI-2 QS modul
- CCN1CCCC1CNC(=O)c1ccc(Sc2ccccc2Cl)c([N+](=O)[O-])c1 (stereo not given)
    2.5, 0.0, -1.3, -4.4, -8.5, -3.4, 17.7, -3.2, -13.9, 6.1
- CN(C)C(CNC(=O)c1ccc(C(F)(F)F)cc1)c1ccco1 (stereo not given)
    -2.8, -5.5, -0.7, -0.2, -44.6, 21.8, 4.6, 1.7, -18.6, 25.0

Next structures follow.
SMILES	HSP90 inh	SKKanGAS inh	HIF act	HSF1 inhib	aSyn UTR inh	HSF-1 act	Platelet DG rel	IEC-6 tox	KLF5 inh	AI-2 QS modul
CC1CCCC(C)N1C(=O)COC(=O)CSc1ccc(C(N)=O)cc1[N+](=O)[O-] (stereo not given)	.	-8.9	0.5	-4.6	-2.0	0.1	-7.0	.	.	17.3
CC(Oc1ccc(/C=N/NC(=O)Cc2cccc3ccccc23)cc1)C(=O)O (stereo not given)	-1.8	3.3	0.4	-0.6	17.1	-17.0	0.1	-0.2	4.1	10.5
COc1ccc(N2C(=O)C3CCCN3C2c2cccc(Br)c2)cc1 (stereo not given)	-0.2	0.8	0.3	3.5	-13.7	4.8	1.4	-0.5	-39.6	14.8
COc1ccc(-c2[nH]n(-c3ccc([N+](=O)[O-])cc3)c(=O)c2C=NCc2ccccc2)cc1	1.1	-5.0	-0.3	-1.2	11.3	-6.9	-4.6	-11.2	-18.8	17.2
COc1ccc2c(COC(=O)c3n[nH]c4ccccc34)cc(=O)oc2c1	-0.4	2.3	3.5	48.8	-180.4	63.2*	6.4	-4.8	-92.7	4.5
COc1ccccc1CNC(=O)C1CCN(S(=O)(=O)c2cccc([N+](=O)[O-])c2)CC1	0.8	-1.2	0.4	7.4	15.6	7.1	-1.4	-6.0	-5.1	27.6
O=C1CCC(C(=O)Nc2ccccc2N2CCOCC2)=NN1	2.4	2.4	-0.7	-8.5	-3.7	5.9	14.7	-1.5	-0.2	46.4
CCOc1ccc(S(=O)(=O)N(CC(=O)N2CCc3ccccc32)Cc2ccco2)cc1	1.4	7.4	-1.8	7.1	6.2	20.7	-6.1	-3.7	-37.4	8.7
